# Screening results: PubChem, several laboratories
# SRC2 TRFRET art = TR-FRET signal artefacts, primary screen, artefact control for PPARgamma SRC-2 agonist project, biochemical | TR-FRET artefact counter-screen; stronger effect = higher value | TR-FRET ratio at 8 µM | 0.4% of 200,000 active; in the data active = TR-FRET ratio above about 2000; note: inactives centre near 1500
# STAT3 act = IL-6 driven STAT3 reporter potentiators, primary screen, U3A cells, luciferase, luminescence, MLSCN library; IL-6 STAT3-luciferase reporter; 100% = signal with IL-6 EC80 alone; 0.91% of 190,000 active; activation (% of control), % at 5.6 µM;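 active = activation above the screen-wide mean of compound activation plus 3 SD, cut at about 130% in these data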;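 note: 0% = background luminescence of wells with medium and substrate only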
#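 Test system: Human STAT1-deficient U3A cells with stable STAT3-luciferase reporter | Also added: Interleukin-6, 33 ng/mL | Timing: Compound pre-incubation 1 h before IL-6, then 6 h stimulation at 37 °C | Technique: Luciferase reporter luminescence | Read-out: Percent of IL-6-only median luminescence | Benchmarks: IL-6-only wells as 100% reference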
# PPARg SRC3 recr = PPARgamma agonists recruiting SRC-3 coactivator, primary screen, biochemical | activation, % at 8 µM | Peroxisome proliferator-activated receptor gamma (Homo sapiens), P37231 | biochemical PPARgamma/SRC-3 coactivator recruitment assay | 0.26% of 200,000 active; in the data active = activation above about 23%;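 note: 0% = DMSO and 100% = reference agonist; some compounds past the cut are filed as inactive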
# PPARg SRC2 recr = agonists of PPARg-SRC-2 recruitment, primary screen, biochemical, HTS; Peroxisome proliferator-activated receptor gamma (Homo sapiens), P37231; PPARgamma LBD-SRC-2 recruitment; activation, % at 8 µM; 0.34% of 200,000 active; AID 1032, 2008; in the data active = activation above about 22%;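 note: 0% = vehicle and 100% = reference agonist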
# S1P3 antag = S1P3 receptor antagonists, primary screen, cell-based; AID 485, 2006; CHO S1P3 NFAT-BLA reporter, FRET fluorescence, antagonist mode; inhibition, % at 4.98 µM; Sphingosine 1-phosphate receptor 3 (Homo sapiens), Q99500; 0.27% of 170,000 active;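 active = inhibition above the plate cutoff, the mean inhibition of test wells on that plate plus 3 SD, cut at about 28% in these data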;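 note: cells challenged with S1P at its EC80 of 0.8 µM; blue over green emission ratio from cleaved BLA substrate after 4 h stimulation; 0% = S1P-stimulated wells and 100% = unstimulated DMSO-only wells; some compounds past the cut are filed as inactive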
# TLR4-MyD88 BLA = inhibitors of TLR4-MyD88 association in cells, primary screen, cell-based, HeLa CL3-4, BLA complementation, FRET ratio | HeLa CL3-4 TLR4/MyD88 BLA complementation | Toll-like receptor 4 (Homo sapiens) + Myeloid differentiation primary response protein … | AID 861, 2007 | 0.18% of 200,000 active | inhibition, % at 8.4 µM; in the data active = inhibition above about 25%;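 note: 0% = vehicle and 100% = reference inhibitor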
# Target sequence (O00206 whole entry, looked up): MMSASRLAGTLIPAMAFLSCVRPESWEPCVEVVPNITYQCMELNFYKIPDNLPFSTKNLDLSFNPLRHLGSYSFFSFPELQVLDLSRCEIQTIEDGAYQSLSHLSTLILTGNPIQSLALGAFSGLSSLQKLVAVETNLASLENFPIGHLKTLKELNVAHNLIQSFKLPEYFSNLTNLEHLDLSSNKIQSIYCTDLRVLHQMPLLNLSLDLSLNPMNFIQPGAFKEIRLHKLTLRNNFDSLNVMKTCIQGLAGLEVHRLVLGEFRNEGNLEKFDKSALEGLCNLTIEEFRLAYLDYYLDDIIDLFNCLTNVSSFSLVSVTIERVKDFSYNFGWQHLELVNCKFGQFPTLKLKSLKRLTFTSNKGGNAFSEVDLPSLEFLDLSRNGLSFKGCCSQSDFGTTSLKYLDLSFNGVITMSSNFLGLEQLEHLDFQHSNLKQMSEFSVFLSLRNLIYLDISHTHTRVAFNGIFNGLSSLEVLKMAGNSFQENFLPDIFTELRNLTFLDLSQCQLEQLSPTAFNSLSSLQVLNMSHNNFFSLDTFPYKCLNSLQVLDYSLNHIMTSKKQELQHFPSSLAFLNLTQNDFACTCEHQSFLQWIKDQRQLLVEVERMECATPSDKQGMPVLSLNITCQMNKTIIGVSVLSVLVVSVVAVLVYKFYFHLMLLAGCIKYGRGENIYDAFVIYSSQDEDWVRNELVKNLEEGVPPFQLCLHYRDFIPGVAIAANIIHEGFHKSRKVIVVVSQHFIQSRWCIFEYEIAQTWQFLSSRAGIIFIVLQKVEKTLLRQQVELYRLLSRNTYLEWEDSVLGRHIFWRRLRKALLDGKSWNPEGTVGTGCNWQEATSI
# Target sequence (Q99836 whole entry, looked up): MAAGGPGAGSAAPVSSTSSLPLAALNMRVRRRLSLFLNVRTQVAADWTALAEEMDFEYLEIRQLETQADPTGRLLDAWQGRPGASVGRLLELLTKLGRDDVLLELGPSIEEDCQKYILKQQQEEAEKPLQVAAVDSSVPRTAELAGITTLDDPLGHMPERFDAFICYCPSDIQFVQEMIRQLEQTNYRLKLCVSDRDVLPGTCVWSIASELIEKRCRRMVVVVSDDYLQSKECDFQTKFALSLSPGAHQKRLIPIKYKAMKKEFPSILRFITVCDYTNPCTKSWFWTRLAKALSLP
# RAM inhibit = inhibitors of the yeast RAM network, primary screen, dse1pr::URA3 reporter, 5-FOA selection; 1.8% of 190,000 active; S. cerevisiae dse1pr::URA3 reporter, 5-FOA growth OD615, 2 d; analog-sensitive cbk1-as2 kinase mutant strain; inhibition, % at 50 µM;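 active = inhibition above a set limit, 3 SD over mean compound inhibition, cut at about 8.4% in these data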;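 note: 0% = DMSO-only wells with no growth and 100% = 10 µM 1-NA-PP1 full growth; inhibition rescues growth on 5-FOA so higher OD means more RAM inhibition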
# STAT1 blocker = STAT1 signaling inhibitors, primary screen, cell-based, HTS, luciferase reporter; NIH 3T3 STAT1-luciferase reporter, IFN-gamma, luminescence; inhibition, % at 5.5 µM; 0.35% of 200,000 active; AID 920, 2007;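 active = inhibition above a set limit, the mean inhibition across all tested compounds plus 3 SD, cut at about 34% in these data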;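 note: 0% = IFN-gamma with DMSO and 100% = IFN-gamma with 300 µM nifuroxazide; values of inactives mirror those of a sister screen read the other way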
# PPARg SRC1 recr = PPARgamma agonists recruiting SRC-1 coactivator, primary screen, biochemical; activation, % at 8 µM; AID 631, 2007; PPARgamma-SRC-1 coactivator recruitment biochemical assay; 0.41% of 200,000 active; in the data active = activation above about 19%;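 note: 0% = DMSO and 100% = reference agonist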
# STAT3 blocker = IL-6 driven STAT3 reporter inhibitors, primary screen, U3A cells, luciferase, luminescence, MLSCN library | IL-6 STAT3-luciferase reporter; host cell line lacks STAT1 | inhibition, % at 5.5 µM | 0.89% of 190,000 active | AID 862, 2007;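 active = inhibition above the mean inhibition across all screened compounds plus 3 SD, cut at about 44% in these data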;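 note: 0% = DMSO only wells and 100% = 100 µM nifuroxazide control wells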
# ROMK primary = ROMK potassium channel modulators, primary screen, cell-based, thallium flux, MLSMR library; ATP-sensitive inward rectifier potassium channel 1 (Homo sapiens), P48048; B-score at 10 µM; AID 1918, 2009; 2% of 130,000 active; Tet-inducible ROMK, thallium flux fluorescence; actives lie on both sides;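 active = signal ratio slope over the read window, or its plate-corrected B-score, at least 3 SD from the plate mean, either direction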;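 note: B-score of the F/F0 ratio slope over 7 to 12 s after thallium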
# An asterisk follows results filed as active; nt = no result given. Hits appear at their usual frequency. Share with any hit: about 5.6%.
SMILES,SRC2 TRFRET art,STAT3 act,PPARg SRC3 recr,PPARg SRC2 recr,S1P3 antag,TLR4-MyD88 BLA,RAM inhibit,STAT1 blocker,PPARg SRC1 recr,STAT3 blocker,ROMK primary
CCOC(=O)C1=C(C)C(c2ccccc2OC)NC(=S)N1 (stereo not drawn),1600,93,-2,-4,nt,-2,1.6,-18,-1,16,0.14
O=C1CN(C(=S)Nc2ccc(OC(F)F)cc2)CCN1,1289,103,0,-1,-12,6,0.6,-7,-1,-2,1.8
Cc1cc(C(=O)COc2ccccc2[N+](=O)[O-])c(C)n1-c1cccc(S(=O)(=O)N2CCOCC2)c1,1497,104,-1,-6,2,-1,2.1,-3,-6,-4,-0.41
Cc1nn(CC(=O)N2N=C(C(F)F)CC2(O)C(F)F)c(C)c1[N+](=O)[O-] (stereo not drawn),1515,86,2,0,-9,12,-0.1,7,4,20,nt
CCCCNc1c(N2CCN(C(=O)OCC)CC2)c(=O)c1=O,1644,103,9,9,nt,-2,0.8,4,2,2,nt
Nc1nnc(Cc2ccccc2)s1,1460,99,-9,-5,nt,-1,0.5,4,8,5,-0.55
COc1ccccc1NC(=S)N/N=C1\CC(C)(C)Oc2ccc(O)cc21,1588,90,1,-4,-42,-4,1.9,-4,0,14,0.048
Cc1ccc(C(=O)CSc2nc3ccccc3c(=O)n2N)o1,1615,97,6,5,-6,12,2.3,-41,7,8,nt
CC(C)c1cc(-c2n[nH]c(=S)n2Cc2ccccc2)cs1,1512,106,2,-4,nt,0,5.4,-3,-4,3,nt
Cc1cccc(NC(=S)/N=C(\N)Nc2nc(C)c3ccccc3n2)c1,1553,89,-2,-7,1,-12,0.3,-10,-4,12,-0.32
O=C(NC(=S)Nc1c(F)cc(F)cc1Br)c1ccc2c(c1)OCCO2,1628,77,1,1,-6,2,2.2,-5,-6,33,0.69
COc1ccc(C)cc1S(=O)(=O)N(C)CC(=O)Nc1ccc2c(c1)OCO2,1670,95,8,8,-11,-12,1.2,4,1,10,nt
Cc1ccc(O)c(CNc2nc3ccccc3n2C)c1,1512,102,-1,-10,nt,-1,0.6,-2,10,1,nt
CCOC(=O)C1=C(c2ccccc2)NC(SC)=C(C#N)C1c1cccnc1 (stereo not drawn),1472,109,0,-1,-8,-2,0.1,7,-7,-14,-0.12
CCn1c2ccccc2c2cc(NC(C)=O)ccc21,1390,95,-6,0,nt,-1,4.2,-2,-8,12,-1.2
CC1(C)CC(=O)C2=C(C1)N(c1ccc(F)cc1)C(=O)CC2c1ccccc1 (stereo not drawn),1306,102,-3,3,nt,1,0.5,5,-3,3,-0.0019
COc1ccccc1Nc1nc(N)nc(CN2CCN(c3ccccc3F)CC2)n1,1854,97,-12,15,1,-6,-0.6,2,0,4,nt
O=S(=O)(c1cccc(NC(=S)NCc2ccco2)c1)N1CCOCC1,1402,91,2,-1,5,6,2.9,2,-9,8,-0.039
CCCCN(CC)CCNc1c(N2CCN(C(=O)OCC)CC2)c(=O)c1=O,1410,104,-4,4,-8,-9,-0.7,3,4,-3,0.69
c1ccc(Nc2n[nH]nc2-c2ccccc2)cc1,1782,114,6,8,10,4,-0.9,1,1,-10,nt

# As a working copy, 2 of the compounds above.
SMILES,SRC2 TRFRET art,STAT3 act,PPARg SRC3 recr,PPARg SRC2 recr,S1P3 antag,TLR4-MyD88 BLA,RAM inhibit,STAT1 blocker,PPARg SRC1 recr,STAT3 blocker,ROMK primary
CCOC(=O)C1=C(C)C(c2ccccc2OC)NC(=S)N1 (stereo not drawn),1600,93,-2,-4,nt,-2,1.6,-18,-1,16,0.14
O=C1CN(C(=S)Nc2ccc(OC(F)F)cc2)CCN1,1289,103,0,-1,-12,6,0.6,-7,-1,-2,1.8

# Remaining list, next part:
SMILES,SRC2 TRFRET art,STAT3 act,PPARg SRC3 recr,PPARg SRC2 recr,S1P3 antag,TLR4-MyD88 BLA,RAM inhibit,STAT1 blocker,PPARg SRC1 recr,STAT3 blocker,ROMK primary
COc1ccc(-n2c(C)nc3sc4c(c3c2=O)CCC4)cc1,1410,127,-2,2,103*,0,-0.1,-2,2,-32,-0.23
COc1ccc(C(=O)NCc2cc(C)nc3ccccc23)cc1OC,1564,96,4,3,5,10,-0.1,12,0,10,1.3
COc1cc(CNc2ccc3[nH]c(=O)[nH]c3c2)ccc1OCC(=O)NC(C)(C)C,1497,100,9,14,-23,-5,0.3,-5,8,2,2
O=C(c1ccc(Br)o1)N1CCCc2ccccc21,1861,89,13,8,nt,-9,-0.2,4,0,14,nt
CCOC(=O)N1CCC(NC(=O)c2sc(-n3cccc3)nc2C)CC1,1573,99,1,0,-13,6,0.3,14,3,5,-0.55
Cc1ccc(NC(=O)CN(C)Cc2nc3c(Br)cc(Br)cc3c(=O)[nH]2)cc1,1566,101,5,-1,-11,-5,1.6,2,-2,0,0.0023
CCC1S/C(=C(\C#N)C(=O)NCc2ccco2)N(c2ccc(Br)cc2)C1=O (stereo not drawn),1472,97,-5,-3,-31,-13,1.6,11,-5,9,nt
O=C(CCc1ccc(S(=O)(=O)NCc2ccccc2)cc1)NCc1ccc2c(c1)OCO2,1494,98,12,7,nt,-3,5.7,4,2,4,nt
CC(C)c1ccc(CN2CCC(C(=O)NCc3cccnc3)CC2)cc1,1699,105,-7,5,nt,-7,0.0,2,2,-2,0.052
CCOc1cc(/C=N/N2CCOCC2)ccc1OCc1ccc(C(=O)OC)o1,1533,99,-1,3,-9,-4,-0.1,4,-6,4,-0.54
COc1cccc(NC(=O)COC(=O)CCCc2c[nH]c3ccccc23)c1,1429,113,3,-13,nt,7,5.2,-2,1,-13,nt
N#Cc1c(-c2ccccc2)nc2n(c1=O)CCS2,1485,105,4,3,nt,-6,7.1,-4,-4,-1,nt
CCCCc1nc(N2CCOCC2)c(C#N)c2c1CCCC2,1689,106,12,3,nt,0,0.0,-4,7,-4,-0.76
CCOC(=O)c1[nH]c2ccc(F)cc2c1NC(=O)C(C)N1CCc2cc(OC)c(OC)cc2C1 (stereo not drawn),1527,101,-1,8,-20,14,-0.5,3,3,3,nt
CC(C)C1=C2OC(N)=C(C#N)C(C#N)=C2C(C)CC1 (stereo not drawn),1529,104,9,-5,nt,-11,0.4,11,6,-1,-1.7
Oc1ccc2ccccc2c1Br,1527,113,0,-3,1,-10,0.2,2,6,-14,-0.096
CN1C(=O)C(Cl)(Cl)C(=O)c2ccccc21,1484,104,3,1,-7,6,0.7,3,9,1,-0.035
Cc1ccc(S(=O)(=O)Cc2ccc(C(=O)N3CCCCCC3)o2)cc1,1808,102,5,3,-16,-1,0.8,2,-4,7,nt
CCOc1ccc(N2C(=O)c3ccccc3C2O)cc1 (stereo not drawn),1584,98,0,3,10,5,-0.5,-2,4,7,nt
CCCn1nnc(NC(=O)c2cc3ccccc3o2)n1,1661,100,-13,2,-26,-9,2.8,-27,-3,5,nt
O=C(NCc1cccs1)c1ccc(Cl)s1,1448,97,-4,-11,-26,13,0.9,6,1,8,nt
CC1=C(C(=O)NCCN2CCN(C)CC2)C2(CCC(C)CC2)OC1=O (stereo not drawn),1465,104,-12,6,-15,5,-0.1,0,-4,0,nt
O=C(CN1C(=O)CC(c2ccco2)Sc2ccccc21)Nc1ccc2c(c1)OCCO2 (stereo not drawn),1650,114,5,5,-2,-2,2.4,-5,9,-10,nt
Nn1c(SCC(=O)NC2CCCC2)nnc1-c1ccccc1F,1510,98,-14,2,nt,4,2.4,-1,-1,7,nt
CC(C)CC(NC(=O)OC(C)(C)C)C(=O)NCc1ccccc1 (stereo not drawn),1579,103,5,1,nt,-3,2.2,1,7,0,0.39
CC(C)NC(=O)Cn1cc(C(=O)C2CC2)c2ccccc21,1573,107,1,2,2,2,0.8,-11,1,-5,0.16
O=C(Nc1ccc(Cn2cccn2)cc1)c1ccc(COc2ccccc2Br)cc1,1434,75,2,0,nt,-3,4.8,-6,8,33,-0.73
O=C(Cn1cnc2ccccc2c1=O)NCCC(=O)N1CCN(Cc2ccccc2)CC1,1406,102,3,-2,7,-12,0.9,8,-2,2,nt
CCOc1ccc(Oc2cc(NC(=O)c3ccco3)cc([N+](=O)[O-])c2)cc1,1390,98,2,0,nt,1,7.7,14,-4,7,nt
O=C(OCCN1CCCCC1)c1ccccc1Cl,1525,101,2,1,18,-3,0.3,-13,4,1,nt
CCN(C(=S)Nc1ccccc1F)C1CCCCC1,1599,98,2,4,nt,-2,-1.4,1,3,7,-0.95

# Record cards, from the list above. Order of screens: SRC2 TRFRET art | STAT3 act | PPARg SRC3 recr | PPARg SRC2 recr | S1P3 antag | TLR4-MyD88 BLA | RAM inhibit | STAT1 blocker | PPARg SRC1 recr | STAT3 blocker | ROMK primary
# CN1C(=O)C(Cl)(Cl)C(=O)c2ccccc21 is entered as 1484 | 104 | 3 | 1 | -7 | 6 | 0.7 | 3 | 9 | 1 | -0.035
# Cc1ccc(S(=O)(=O)Cc2ccc(C(=O)N3CCCCCC3)o2)cc1 is entered as 1808 | 102 | 5 | 3 | -16 | -1 | 0.8 | 2 | -4 | 7 | nt
# Cc1ccc(NC(=O)CN(C)Cc2nc3c(Br)cc(Br)cc3c(=O)[nH]2)cc1 is entered as 1566 | 101 | 5 | -1 | -11 | -5 | 1.6 | 2 | -2 | 0 | 0.0023
# O=C1CN(C(=S)Nc2ccc(OC(F)F)cc2)CCN1 is entered as 1289 | 103 | 0 | -1 | -12 | 6 | 0.6 | -7 | -1 | -2 | 1.8
